Assay outcomes (PubChem BioAssay)
POLB inh: qHTS Assay for Inhibitors of DNA Polymerase Beta; P06746; Pol beta primer extension/strand displacement, fluorescence kinetic; Potency, µM (highest dose often 114 µM), without a hit: at the highest dose activity change, negative = inhibition, usual class: inhibitors; 340,000 compounds, 1.3% hits; further: potency means the concentration at half of the fitted maximal effect; on the % scale 0 is the no-effect control and ±100 the full control effect
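Pol beta (10 nM) was preincubated with compound for 15 min at room temperature. The reaction was then started with 50 nM substrate and read immediately and after a further 10 min at room temperature.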
Anesthetic bind: qHTS Assay for Identification of Novel General Anesthetics; Ferritin light chain (Equus caballus), P02791; Potency, µM (highest dose often 77.5 µM), for inactives: top-dose activity change, negative = displacement, usual class: inhibitors; apoferritin/1-aminoanthracene competitive binding, fluorescence; 350,000 compounds, 0.074% hits; AID 485281, 2010; further: potency means the concentration at half of the fitted maximal effect; on the % scale 0 is the no-effect control and ±100 the full control effect; nearly all actives have a fitted effect of over 20% in size
Target sequence (P02791 2-175 limits assumed): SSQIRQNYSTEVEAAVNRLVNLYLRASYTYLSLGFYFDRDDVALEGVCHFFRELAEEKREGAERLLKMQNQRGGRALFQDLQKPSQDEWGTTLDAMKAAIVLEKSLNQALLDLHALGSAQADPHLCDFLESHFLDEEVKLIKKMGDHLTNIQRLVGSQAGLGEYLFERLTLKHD
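In PBS, apoferritin at 10 uM is loaded with 1-AMA from a 50% saturated solution. After 10 min of compound exposure at ambient temperature, reduced 535 nm fluorescence indicates probe displacement.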
POLK inh: qHTS for Inhibitors of Polymerase Kappa | purified Pol kappa, fluorescent DNA synthesis assay, 10 min | Potency, µM (top dose mostly 107 µM), for the others: at the top dose activity, negative = inhibition, actives largely listed as inhibitors | 400,000 compounds, 0.53% hits; further: potency means the concentration at half of the fitted maximal effect; on the % scale 0 is the no-effect control and ±100 the full control effect
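Activity was followed as the change in fluorescence between reads at 0 and 10 min after starting the reaction with 50 nM substrate. Beforehand, 10 nM polymerase had been preincubated with compound for 15 min at room temperature.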
RXFP1 antagonist: qHTS Assay for Antagonists of the Relaxin Receptor RXFP1. HEK293-RXFP1, relaxin-stimulated cAMP HTRF, 30 min; stronger effect = lower value. activity change, negative = inhibition, % at 57.5 µM. 350,000 compounds, 0.59% hits;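 active means activity change of -60% or lower, but not beyond a set lower limit; inconclusive means change between -60% and -40%, or beyond the set limit; inactive means change above -40%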; further: on the % scale 0 is the no-effect control and ±100 the full control effect
BLM inh: qHTS Assay for Inhibitors of Bloom's syndrome helicase (BLM); RecQ-like DNA helicase BLM (Homo sapiens), P54132; recombinant BLM DNA unwinding, fluorescence dequenching; Potency, µM (series often up to 56.1 µM), without a hit: top-dose activity change, negative = inhibition, usual class: inhibitors; 350,000 compounds, 0.2% hits; AID 2528, 2010;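 further: potency means the concentration at half of the fitted maximal effect; plate controls were vehicle for no effect and no enzyme for full effect; nearly all actives have a fitted effect of over 35% in size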
POLH inh: qHTS for Inhibitors of Polymerase Eta; recombinant Pol eta, fluorescent DNA replication assay; Potency, µM (top dose mostly 114 µM), for the others: at the top dose activity change, negative = inhibition, most hits filed as inhibitors; 390,000 compounds, 1.2% hits; AID 588591, 2011; further: potency means the concentration at half of the fitted maximal effect; on the % scale 0 is the no-effect control and ±100 the full control effect
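Fluorescent replication assay: 50 nM final substrate added after a 15 min room-temperature compound preincubation with 10 nM enzyme. Signal taken at 0 min and again at 10 min.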
APE1 inh: qHTS Assay for Inhibitors of the Human Apurinic/apyrimidinic Endonuclease 1 (APE1) | Potency, µM (doses to about 65.8 µM), without a hit: at the top dose activity change, negative = inhibition, most hits filed as inhibitors | recombinant APE1, TAMRA/BHQ-2 abasic DNA cleavage fluorescence | AID 2517, 2012 | 350,000 compounds, 0.35% hits | DNA repair nuclease/redox regulator APEX1 (Homo sapiens), P27695;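 further: potency means the concentration at half of the fitted maximal effect; plate controls were vehicle for no effect and reference inhibitor for full effect; nearly all actives have a fitted effect of over 55% in size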
Target sequence (P27695 whole entry, looked up): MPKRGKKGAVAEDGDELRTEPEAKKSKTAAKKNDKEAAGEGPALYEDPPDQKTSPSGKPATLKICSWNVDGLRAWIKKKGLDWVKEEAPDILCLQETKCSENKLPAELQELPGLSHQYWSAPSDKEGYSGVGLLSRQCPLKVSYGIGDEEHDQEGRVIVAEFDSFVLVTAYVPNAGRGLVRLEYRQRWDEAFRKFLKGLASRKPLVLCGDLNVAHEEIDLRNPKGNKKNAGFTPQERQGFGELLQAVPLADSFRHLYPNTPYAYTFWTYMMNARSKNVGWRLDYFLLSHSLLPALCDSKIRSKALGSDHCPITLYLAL
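Enzyme (0.75 nM final) and test compound are incubated 15 min at room temperature before adding 50 nM quenched THF abasic-site duplex. Cleavage dequenches TAMRA, followed at 525/598 nm over three reads one minute apart.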
Tb PGK inh: qHTS Assay to Find Inhibitors of Phosphoglycerate Kinase; Phosphoglycerate kinase, glycosomal (Trypanosoma brucei brucei), P07378; PGK/GAPDH coupled, Kinase-Glo luminescence, 60 min; Potency, µM (top dose mostly 57.5 µM), for the others: top-dose activity change, negative = inhibition, most hits filed as inhibitors; 380,000 compounds, 0.043% hits; further: potency means the concentration at half of the fitted maximal effect; on the % scale 0 is the no-effect control and ±100 the full control effect; nearly all actives have a fitted effect of over 60% in size
Target sequence (P07378 whole entry, looked up): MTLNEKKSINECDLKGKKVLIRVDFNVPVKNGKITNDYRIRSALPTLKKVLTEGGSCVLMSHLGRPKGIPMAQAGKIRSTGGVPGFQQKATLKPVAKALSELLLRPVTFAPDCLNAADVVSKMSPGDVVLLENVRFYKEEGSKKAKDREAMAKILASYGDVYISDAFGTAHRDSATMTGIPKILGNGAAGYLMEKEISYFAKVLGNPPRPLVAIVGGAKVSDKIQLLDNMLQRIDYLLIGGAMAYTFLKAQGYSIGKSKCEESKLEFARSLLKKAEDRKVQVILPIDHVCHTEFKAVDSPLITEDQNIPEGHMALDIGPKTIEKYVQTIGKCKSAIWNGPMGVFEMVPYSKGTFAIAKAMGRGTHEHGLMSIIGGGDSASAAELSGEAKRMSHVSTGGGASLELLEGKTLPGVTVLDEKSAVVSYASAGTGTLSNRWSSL
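Luminescent ATP detection (Kinase-Glo Plus) follows a 60-minute room-temperature incubation, with wells lacking PGK as controls. Buffer: 100 mM TEA (pH 7.6), 5 mM MgCl2, 0.01% Tween-20. Coupling enzyme GAPDH (100 nM final) supplies unstable 1,3-BPG in-well.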
Pol iota inh: qHTS for Inhibitors of Polymerase Iota; Pol iota fluorescent replication assay, 10 min; Potency, µM (highest dose often 115 µM), for the others: at the top dose activity, negative = inhibition, actives largely listed as inhibitors; 390,000 compounds, 1% hits; further: potency means the concentration at half of the fitted maximal effect
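Fluorescent replication assay read twice, at 0 min and 10 min after adding 50 nM (final) substrate. Enzyme (10 nM) and compounds were first incubated 15 min at room temperature; enzyme-free buffer wells were negative controls.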
Active calls of the source: *; i = inactive; u = inconclusive; x = not tested or not shown; [ ] = another dose, or the depositor's remark. Unless noted, the call rests on the fitted dose curve; in most records, active means well fitted curve in the direction sought with a large enough effect; inconclusive means small, poorly fitted or top-dose-only effect, or another doubt; inactive means no such curve, though single readings can be large; an effect the other way counts as inactive or inconclusive.

SMILES	POLB inh	Anesthetic bind	POLK inh	RXFP1 antagonist	BLM inh	POLH inh	APE1 inh	Tb PGK inh	Pol iota inh
CCOc1ccc(NC(=O)CNC(=O)c2nn(-c3ccc(OC)cc3)c(=O)c3ccccc23)cc1	49%	-2%	-6%	10	-7%	-3%	-32%	-1%	99%[activator]
Cc1cc(C)nc(NC(=NCCc2c[nH]c3ccccc23)NC(=O)Nc2ccc(Cl)c(Cl)c2)n1	u	5%	-9%	-3	-2%	-24%	0%	-8%	-3%
CCS(=O)(=O)Nc1ccc(C2=NN(S(C)(=O)=O)C(c3cccs3)C2)cc1 (stereo not given)	20%	-9%	-1%	-4	-1%	-13%	0%	6%	118%[activator]
N#Cc1c(C(F)(F)F)cc(-c2ccccc2)nc1SCC(=O)Nc1sc2c(c1C#N)CCC2	u	-9%	-27%	5	-8%	u	8%	15%	u
Nc1cc(=O)[nH]c(=O)n1Cc1ccco1	0%	8%	1%	10	0%	15%	2%	-1%	14%
COc1ccccc1C(C)NS(=O)(=O)c1ccc(Cl)nc1 (stereo not given)	x	x	-7%	-17	x	-13%	-13%	-2%	12%
Cc1ccc(C(C)NC(=O)Cn2nc(C)c([N+](=O)[O-])c2C)cc1 (stereo not given)	16%	-7%	-2%	x	3%	-21%	3%	i	34%[activator]
CCN(CC)Cc1c(-c2ccccc2)[nH]c2ccc(C)cc2c1=O	9%	-22%	-17%	14	-1%	3%	3%	i	-2%
COC(=O)N1C(=O)[C@](c2ccc(Cl)cc2)(C(C)C)N1C(=O)OC	14%	-12%	11%	x	-2%	-9%	-12%	-2%	30%
COc1ccc(Cl)cc1NC(=O)COC(=O)/C=C/c1c(C)nn(C2CCS(=O)(=O)C2)c1Cl (stereo not given)	0%	-15%	0%	-23	-4%	u	-6%	i	-51%
C/C(=N/NC(=O)CNC(=O)c1ccccc1F)c1ccc2c(c1)CCCC2	-1%	u	-7%	-12	-3%	-3%	1%	4%	69%[activator]
Cc1ccc(N2CC(C(=O)N/N=C/c3cccc([N+](=O)[O-])c3)CC2=O)cc1 (stereo not given)	u	-1%	-7%	-5	-1%	-13%	-3%	-17%	21%
O=C(NCC1CCCO1)C(=O)NCC1CCCN1S(=O)(=O)c1ccccc1 (stereo not given)	x	x	0%	-12	x	-8%	7%	i	15%
CCN(CC)C(=O)c1cccc(NC(=O)c2ccc3c(=O)n4c(nc3c2)CCC4)c1	x	x	-15%	-25	x	u	24%	i	51%[activator]
CCOC(=O)N1CCc2[nH]c3ccc(C)cc3c2C1	4%	144%[activator]	-18%	-25	-3%	-7%	-4%	-10%	94%[activator]
CCC(C)NC(=O)c1ccc2c(c1)N(Cc1cccc(Cl)c1)C(=O)c1ccccc1S2=O (stereo not given)	1%	-7%	-14%[60.1 µM]	-31	-6%	10%	x	2%	-9%
O=C(NCc1ccc(Cl)cc1)c1cnc(N2CCCCC2)c2ccccc12	3%	205%[activator]	-9%[60.1 µM]	u	-10%	-8%	x	6%	5%
CC(C)(C)SC(=O)C[C@@H]1NS(=O)(=O)OC2CCCCC21 (stereo not given in full)	u	-12%	-5%	x	0%	-16%	30%	-6%	-13%
Cc1ccc(C(=O)NNC(=O)Cc2cccs2)cc1	1%[57.1 µM]	-12%	-14%	-5	-7%	u	-2%	-5%	-16%
CCN1CCN(c2cc(C)c3cc(NC(=S)N4CCOCC4)ccc3n2)CC1	1%	-10%	-6%	9	-2%	-12%	-4%	i	58%[activator]
Cc1ccc(S(=O)(=O)N2CCN(CC(=O)N/N=C/c3ccc(C)o3)CC2)cc1	-2%	-2%	1%	-10	-7%	-11%	2%	-7%	7%
Cc1cccc(OCC(=O)NNC(=O)c2ccc([N+](=O)[O-])cc2)c1	-12%	-7%	-5%	3	-13%	-9%	17%	-9%	4%
O=C(Nc1nc2ccccc2[nH]1)C12CC3CC(CC(C3)C1)C2	-24%	-24%	-20%	-14	-4%	-19%	1%	2%	4%
Cc1cc(NC(=O)CSc2nc3ccccc3n2CCC#N)no1	1%	-2%	-14%	-5	-1%	-4%	3%	-1%	63%[activator]
O=C(CN(CCc1ccccc1)C(=O)CNS(=O)(=O)c1ccccc1)NCC1CCCO1 (stereo not given)	1%	8%	-9%	2	1%	-14%	1%	-2%	9%
CC(Sc1nnnn1C)C(=O)Nc1ncc(Cl)cc1Cl (stereo not given)	x	x	-7%	3	x	-7%	28%	6%	-11%
CC(NC(=O)c1cccnc1)C(c1ccccc1)N1CCN(C)CC1 (stereo not given)	19%	-8%	-1%	9	-1%	-9%	-1%	-7%	35%[activator]
Cc1cc(Br)ccc1SCC(=O)OCC(=O)Nc1ccccc1C#N	-17%	-19%	-8%	-9	-8%	-18%	17%	-8%	-2%
O=C(COC(=O)c1ccc(OC(F)F)cc1)NCCC1=CCCCC1	x	x	-11%	2	x	-13%	33%	i	-7%
O=C(COC(=O)COc1ccc(Br)cc1)Nc1cccnc1Cl	27%	-19%	-4%	17	-2%	-8%	3%	5%	3%
COc1ccc(C2=NOC(Cn3nc(C(=O)NCc4cccs4)cc3-c3ccccc3)C2)cc1 (stereo not given)	x	x	-5%	x	x	-10%	48%[activator]	-6%	-2%
CC(=O)Nc1ccc(NC(=O)CSc2nnc(-c3ccc(NS(C)(=O)=O)cc3)n2C)cc1C	2%	-3%	-19%	2	0%	-6%	-4%	-2%	-7%
COc1ccc(Cc2nc3ccc(C(=O)N4CCCN(C=O)CC4)cc3o2)cc1	-23%	-8%	-21%	11	-1%	-8%	9%	-2%	1%
CCCN(C(=O)CCOc1ccc(C(C)(C)C)cc1)c1c(N)n(Cc2ccccc2)c(=O)[nH]c1=O	x	x	-8%	0	x	-5%	-3%	3%	16%
c1ccc(CCN2CCN(c3ncnc4c3cnn4-c3ccccc3)CC2)cc1	u	-12%	-13%	-14	-3%	-22%	-1%	-12%	0%
Cc1cc(C(=O)N/N=C\c2ccc(COc3ccc([N+](=O)[O-])cc3)o2)ccc1[N+](=O)[O-]	9%	-14%	3%	-16	-2%	19%	-1%	10%	u
CCCCn1c(NCc2ccc3c(c2)OCO3)nc2ccccc21	7%	-17%	-10%	4	3%	-2%	-2%	-5%	-4%
COc1cccc(CN(C(=O)c2cccc(OC)c2)C2CCS(=O)(=O)C2)c1 (stereo not given)	86%	-6%	4%	-12	1%	-26%	26%	-4%	18%
Cc1cc(C)n2ncc(C(=O)NCc3ccccc3)c2n1	1%	-12%	-14%	-3	2%	0%	2%	5%	8%
COc1ccc(C2/C=C\CN(C(=O)c3ccccc3)[C@H](Cc3ccccc3)C(=O)N2Cc2ccc(F)cc2)cc1 (stereo not given in full)	-18%	-1%	1%	x	-6%	-24%	-4%	6%	17%
O=C(NC1CC1)C1CCN(c2nc3ccccc3s2)CC1	4%	-10%	-5%	-2	-2%	4%	1%	-3%	-7%
CCNS(=O)(=O)c1c(C)cc(N2CCCC2=O)cc1C	1%	-3%	5%	-6	-6%	-14%	0%	-4%	7%
CCCCN(C)CCCNC(=O)c1cccc(N2CCCC2=O)c1	9%	-16%	-9%	17	-4%	-10%	0%	-10%	-2%
CC1Nc2ccc(C(=O)NC3CCCCC3)cc2NC1=O (stereo not given)	12%	-9%	-2%	-7	-5%	-6%	15%	6%	94%[activator]
c1nc(N2CCOCC2)c2[nH]cnc2n1	x	x	-9%	-11	x	-7%	x	-10%	6%
O=Cc1cccc(OC(=O)Nc2ccccc2)c1	x	x	-2%	-6	x	-3%	x	-7%	-7%
Cc1ccc2c(c1)C1C=CCC1C(C(=O)NCCCN1CCOCC1)N2 (stereo not given)	x	x	-18%	x	x	-4%	x	1%	49%[activator]
COc1ccc(O)c(/C=N/NC(=S)Nc2cccnc2)c1	35%	42%[activator]	-6%	1	-4%	-1%	18%	0%	13%
Cc1nnc(SCCn2c(N3CCN(Cc4ccccc4)CC3)nc3c2c(=O)[nH]c(=O)n3C)s1	0%	-10%	-4%	-8	1%	-10%	7%	1%	16%
O=C(N/N=C/c1ccc(OCC2COCCO2)cc1)c1ccc(Br)cc1 (stereo not given)	-13%	-19%	-14%	8	-4%	-10%	-1%	i	10%
COc1cccc(N2CCN(S(=O)(=O)c3ccc(-c4ccno4)cc3OC)CC2)c1	-1%	-2%	-11%[60.1 µM]	-1	-4%	-14%	x	0%	1%
CC(C)(C)C(=O)Nc1nc2c(c(=O)[nH]1)CCCC2	9%	0%	-14%	21	-1%	13%	-2%	3%	21%
CCOc1ccc(N(CC(=O)Nc2ccc(C)c(Cl)c2)S(C)(=O)=O)cc1	27%	-11%	-16%	-1	-5%	-12%	-1%	-6%	1%
O=C(NCCCn1ccnc1)C1CCCN(S(=O)(=O)c2ccc(F)cc2)C1 (stereo not given)	0%	-3%	-8%	-19	-1%	-13%	29%[12.4 µM]	-5%	28%

An excerpt from above in order of their number in APE1 inh, descending:
SMILES	POLB inh	Anesthetic bind	POLK inh	RXFP1 antagonist	BLM inh	POLH inh	APE1 inh	Tb PGK inh	Pol iota inh
Cc1nnc(SCCn2c(N3CCN(Cc4ccccc4)CC3)nc3c2c(=O)[nH]c(=O)n3C)s1	0%	-10%	-4%	-8	1%	-10%	7%	1%	16%
CCOc1ccc(N(CC(=O)Nc2ccc(C)c(Cl)c2)S(C)(=O)=O)cc1	27%	-11%	-16%	-1	-5%	-12%	-1%	-6%	1%
CC(C)(C)C(=O)Nc1nc2c(c(=O)[nH]1)CCCC2	9%	0%	-14%	21	-1%	13%	-2%	3%	21%

Not all compounds are listed, so the mix of outcomes need not match the whole.
